ARFGAP1 inh: inhibitors of rat ARFGAP1 | Q62848 | Arfgap1-stimulated ARF1 GTP hydrolysis, GDP FP detection | inhibition, % at 16.5 µM | 360,000 tested, 0.26% active;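 active = inhibition above a per-plate limit, mean inhibition of low control wells plus 3 SD, cut at about 25% in these data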;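 note: 0% = DMSO wells with enzyme and 100% = wells lacking Arfgap1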
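Replicates: Single well per compound | Assay system: Truncated rat Arfgap1 GAP domain | Control set: No-Arfgap1 wells (100%) versus DMSO full-reaction wells (0%) | Times: Enzyme reaction 120 min at 25 °C after 20 min preincubation | Reagent: Human ARF1(Δ1-17)-GTP substrate | Measured by: Tracer-displacement fluorescence polarization with EDTA stop, 620/688 nm | Measure: Percent inhibition of Arfgap1-stimulated GTP hydrolysis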
DDE Tn7 FP inh: DD(E)-Tn7 binding inhibition, primary FP screen; FP displacement of FITC-Tn7 peptide from fibrin DD(E); 0% = median of compound wells per plate; inhibition, % at 8.3 µM; 370,000 tested, 0.13% active;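 active = inhibition above the mean of compounds falling within the control limits plus 3 SD of them, cut at about 14% in these data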;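 note: 0% = plate median of compound wells and 100% = 10 µM Aha-Tn7 peptide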
Target sequence (P02675 whole entry, looked up): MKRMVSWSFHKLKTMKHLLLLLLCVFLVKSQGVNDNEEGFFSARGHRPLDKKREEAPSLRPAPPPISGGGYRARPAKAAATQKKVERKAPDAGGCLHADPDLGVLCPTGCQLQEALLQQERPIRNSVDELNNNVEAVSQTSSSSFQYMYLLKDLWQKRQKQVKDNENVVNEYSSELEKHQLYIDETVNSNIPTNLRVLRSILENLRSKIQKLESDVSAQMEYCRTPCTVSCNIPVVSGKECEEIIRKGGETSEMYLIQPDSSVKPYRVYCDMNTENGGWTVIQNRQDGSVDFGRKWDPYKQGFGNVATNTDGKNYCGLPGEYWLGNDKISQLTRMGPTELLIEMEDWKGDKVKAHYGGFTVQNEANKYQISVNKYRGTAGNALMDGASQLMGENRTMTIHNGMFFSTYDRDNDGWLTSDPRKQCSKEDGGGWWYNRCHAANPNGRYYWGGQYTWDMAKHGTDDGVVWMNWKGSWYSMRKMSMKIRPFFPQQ
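Assay system: Fibrin-DD(E) protein isolated from polymerized human fibrin clots; read-out basis: percent inhibition; medium: Tris/NaCl/CaCl2 buffer, pH 7.8; signal: FP measurement; incubation: 10 min plus 3 h, room temperature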
PLCb3 inh: blocks human PLC-beta3 enzyme activity; 370,000 tested, 0.18% active; Q01970; inhibition, % at 12.2 µM; AID 720704; Purified PLC-beta3, fluorogenic substrate, fluorescence; in the data active = inhibition above about 11%;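 note: 0% = median of compound wells on plate and 100% = full blocker control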
ADAM17 inh: inhibitors of human ADAM17. recombinant ADAM17, EDANS/DABCYL FRET peptide cleavage. inhibition, % at 6.95 µM. 370,000 tested, 0.83% active. AID 720648;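 active = inhibition above the mean of compounds lying between control limits plus 3 SD, set per campaign, cut at about 8.5% in these data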;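 note: 0% = DMSO-only wells as the low control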
Target sequence (P78536 215-824 limits assumed): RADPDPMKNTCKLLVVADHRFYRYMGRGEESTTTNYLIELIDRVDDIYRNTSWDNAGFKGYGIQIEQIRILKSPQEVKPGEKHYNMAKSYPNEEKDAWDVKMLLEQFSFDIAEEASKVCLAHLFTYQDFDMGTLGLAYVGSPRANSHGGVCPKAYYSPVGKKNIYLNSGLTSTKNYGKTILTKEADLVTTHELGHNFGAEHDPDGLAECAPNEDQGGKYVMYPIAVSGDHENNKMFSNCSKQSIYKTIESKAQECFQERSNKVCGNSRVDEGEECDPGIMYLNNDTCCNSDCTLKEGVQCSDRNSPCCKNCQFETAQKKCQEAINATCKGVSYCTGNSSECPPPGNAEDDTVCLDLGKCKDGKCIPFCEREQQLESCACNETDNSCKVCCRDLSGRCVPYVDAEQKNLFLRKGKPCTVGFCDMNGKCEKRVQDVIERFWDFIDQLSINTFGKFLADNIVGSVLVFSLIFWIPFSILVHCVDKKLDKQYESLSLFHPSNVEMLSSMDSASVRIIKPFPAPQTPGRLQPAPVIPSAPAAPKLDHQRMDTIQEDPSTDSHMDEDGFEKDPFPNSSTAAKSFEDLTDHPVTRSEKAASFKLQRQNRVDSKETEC
KLK7 zymogen act: proKLK7 (human) activation, primary screen; 370,000 tested, 0.9% active; activation, % at 7 µM; purified proKLK7, EDANS-DABCYL substrate fluorescence; 100% is mature enzyme control, 0% vehicle;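 active = activation above the mean of all tested compounds plus 3 SD, computed per campaign excluding outliers beyond control limits, cut at about 13% in these data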
UHRF1 binding: blocks human UHRF1 binding to methylated DNA; inhibition, % at 4.4 µM; UHRF1 binding to methylated oligo, TR-FRET; 370,000 tested, 0.75% active; in the data active = inhibition above about 21%;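 note: UHRF1 SRA domain binding a hemimethylated CpG hairpin DNA probe; 0% = median of test compound wells and 100% = reference inhibitor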
DDE Tn6 FP inh: inhibitors of Tn6 peptide binding to human fibrin DD(E); P02675; Fibrin DD(E) TRITC-Tn6 fluorescence polarization displacement; inhibition, % at 8.3 µM; 370,000 tested, 0.21% active;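 active = inhibition above a per-campaign cutoff: mean of compounds within control limits plus 3 SD, cut at about 15% in these data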;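 note: 0% = median of all compound wells on the plate and 100% = blocking peptide control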
PLC-gamma1 inh: blocks human PLC-gamma1 enzyme activity. AID 720700. purified PLC-gamma1, fluorogenic substrate, fluorescence. inhibition, % at 12.2 µM. 370,000 tested, 0.84% active; in the data active = inhibition above about 9.5%
ASAP1 GAP inh: ASAP1 ArfGAP inhibition; ASAP1-stimulated ARF1 GTP hydrolysis, GDP FP detection; AID 624377; inhibition, % at 16.5 µM; 360,000 tested, 0.19% active; in the data active = inhibition above about 25%;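 note: 0% = vehicle with enzyme and substrate and 100% = no enzyme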
MBD2 DNA inh: inhibitors of human MBD2 binding to methylated oligonucleotide | Q9UBB5 | TR-FRET | 370,000 tested, 0.31% active | inhibition, % at 4.4 µM; in the data active = inhibition above about 13%
* = called active by the depositor; . = no result given.

| KLK7 zymogen act | DDE Tn6 FP inh | MBD2 DNA inh | DDE Tn7 FP inh | ADAM17 inh | ASAP1 GAP inh | UHRF1 binding | PLCb3 inh | PLC-gamma1 inh | ARFGAP1 inh | smiles |
| --- | --- | --- | --- | --- | --- | --- | --- | --- | --- | --- |
| 0.1 | -1 | -1 | 7 | 3 | 9 | -2 | -15 | -12 | -4 | Cc1ccc(S(=O)(=O)N2C[C@H]3[C@H]4C(=O)N(Cc5ccccc5)C(=O)[C@H]4CC(=O)[C@H]3[C@@H]2c2ccccc2F)cc1 |
| -23 | -4 | 1 | -8 | -415 | 22 | -1 | -475 | -443 | 15 | O=c1[nH]c(N/N=C\c2ccc3c(c2)OCO3)nc2ccccc12 |
| -0.4 | -6 | 1 | -6 | 0 | 1 | 9 | -5 | 1 | 16 | COc1ccc(Nc2sc(C(=O)c3ccc(Cl)cc3)c(N)c2C(=O)Nc2ccccc2OC)cc1 |
| 0.1 | 9 | -2 | -1 | -6 | -9 | -2 | -5 | -5 | 1 | CSc1ccc(Cl)c(C(=O)OCC(=O)N(C)CCC#N)c1 |
| 0.2 | 1 | 4 | 4 | -4 | -1 | 2 | -4 | 1 | -3 | CC(=O)Nc1ccc(S(=O)(=O)N(C)CC(=O)OCC(=O)N2CC(C)OC(C)C2)cc1 (stereo unspecified) |
| -0.4 | 3 | 1 | -3 | -1 | 3 | 0 | 1 | 2 | 0 | C[C@@H](C(=O)Nc1ccc(OC(F)F)c(Cl)c1)N1C(=O)C2CC=CCC2C1=O (stereo partly specified) |
| 0.0 | -4 | 2 | 1 | -4 | 5 | 1 | -3 | 1 | 8 | COc1ccc(CNC(=O)[C@@H](NC(=O)C2CCN(S(=O)(=O)c3ccc(C)cc3)CC2)C(C)C)cc1OC |
| -0.3 | 0 | -1 | 0 | -5 | -2 | 0 | 3 | 0 | 15 | CC(C)CNC(=O)C1(C)CCCN1C(=O)Cc1cccc2ccccc12 (stereo unspecified) |
| 0.5 | -2 | -1 | 1 | -5 | 2 | -1 | -8 | 0 | 8 | CCCCOc1ccc(C(=O)NCC(=O)NCC(c2ccco2)N2CCCCC2)cc1 (stereo unspecified) |
| 0.4 | 2 | 2 | -3 | -2 | -4 | 2 | -3 | -3 | 2 | COc1ccc(N(C(C)C(=O)N/N=C/c2ccc(OC)c(OC)c2)S(C)(=O)=O)cc1 (stereo unspecified) |
| 0.6 | 2 | -3 | 1 | 4 | -6 | 1 | -10 | 0 | 1 | CN(CC(=O)Nc1ccccc1Br)C(=O)c1ccc(COc2ccccc2)cc1 |
| 0.4 | 1 | -6 | 1 | 0 | -6 | -4 | -10 | -4 | -9 | CCOc1ccc(C2/C(=C(\O)c3ccc4c(c3)OCCO4)C(=O)C(=O)N2CCN2CCOCC2)cc1OCC (stereo unspecified) |
| 0.0 | 6 | 2 | 8 | -2 | -4 | 1 | 1 | 0 | -6 | CC1(C)CC2CC(C)(CN2C(=O)C23CCC(C)(C(=O)O2)C3(C)C)C1 (stereo unspecified) |
| 0.5 | -2 | 1 | 2 | -2 | 12 | 3 | -4 | -4 | 20 | C=CCN1C(=O)CSC1=Nc1ccc(C(=O)O)cc1 |
| -0.9 | 2 | 0 | -3 | 0 | 4 | 1 | -7 | -3 | 1 | CCOc1ccc(CC(=O)NNC(=S)NC)cc1Br |
| -0.1 | 4 | -11 | -2 | 0 | -11 | 1 | 2 | 2 | -6 | Cc1cccc(NC(=O)CN(C)C(=O)c2ccc3ccccc3n2)c1C |
| 0.3 | 7 | 3 | 6 | -1 | 3 | -2 | 1 | -1 | 6 | Cc1ccc(C(C(=O)NC(C)(C)C)N(CC2CCCO2)C(=O)Cn2nnc(-c3ccc(C)o3)n2)cc1 (stereo unspecified) |
| -0.8 | -4 | -2 | 4 | -1 | 11 | 3 | 2 | 1 | 13 | O=C(CCCN1C(=O)/C(=C/c2ccccc2)SC1=S)Nc1ccc(O)cc1 |
| -0.4 | 1 | 0 | -2 | -1 | 10 | 2 | 3 | 11* | 10 | COc1ccc(/C=N/N2CCN(C)CC2)cc1O |
| -0.8 | -4 | 9 | -8 | -1 | -7 | 19 | 0 | 3 | 10 | Cc1cccc(C)c1OCc1cn(CC(=O)c2ccc(O)cc2)nn1 |
| 0.3 | 3 | 1 | 5 | -7 | 0 | 2 | 1 | 0 | -8 | CCN(C(=O)Cn1cc(C(C)=O)c2ccccc21)c1ccccc1 |
| -0.4 | 6 | -3 | 3 | -3 | 13 | -1 | 0 | 4 | 0 | O=C(CNC(=O)c1ccc(Br)cc1)NCCc1nc2ccccc2[nH]1 |
| 0.0 | 6 | -3 | -9 | 3 | 2 | 2 | -6 | 4 | 0 | COc1ccc(-c2csc3nc(C)nc(N4CCCCC4)c23)cc1OC |
| . | 1 | -2 | -1 | -12 | . | 2 | -6 | -1 | . | COc1cc(/C=C/C(=O)n2cnc3ccccc32)cc(OC)c1OC |
| 0.0 | 4 | -1 | -3 | 3 | 0 | 2 | -5 | -3 | 10 | CC1(C)Cc2ccccc2C(COc2ccccc2)=N1 |
| -0.1 | 1 | 4 | 6 | 2 | 12 | 3 | -10 | -4 | 13 | Cc1ccc(C)c(OCCC(=O)NCCc2ccc(Cl)cc2)c1 |
| -0.5 | -8 | 2 | 0 | -1 | 1 | -2 | 2 | -1 | -6 | CC(NC(=O)c1cccc(S(=O)(=O)N2CCN(C)CC2)c1)c1ccc(Cl)cc1Cl (stereo unspecified) |
| -0.3 | -1 | -2 | -6 | -4 | -1 | 1 | -1 | -1 | 8 | OCCNc1nc2ccccc2[nH]1 |
| 0.0 | 5 | -1 | -3 | -2 | 4 | 0 | -2 | 1 | 11 | Cc1cc(NC(=O)C(C)SCC(=O)Nc2cc(C(F)(F)F)ccc2N2CCOCC2)no1 (stereo unspecified) |
| 0.5 | 1 | 1 | 0 | 2 | -1 | 2 | -2 | 3 | 5 | N/C(=N\C(=S)Nc1ccccc1)c1ccccc1 |
| -0.2 | -5 | 10 | 0 | -8 | 12 | 13 | -5 | 5 | 2 | COc1cc(C(=O)N2CCN(C/C=C/c3ccccc3)CC2)cc(OC)c1C |
| -0.4 | -2 | 3 | 11 | -5 | -7 | 1 | -2 | -2 | -5 | CC(=O)Nc1sc2c(c1C#N)CCC(C)C2 (stereo unspecified) |
| -1.0 | 1 | 2 | 1 | -3 | 4 | -1 | 1 | 3 | -6 | CCCC1=C(C(=O)OCC)C(c2ccncc2)n2ncnc2N1 (stereo unspecified) |
| -0.2 | 6 | -5 | 2 | -3 | -15 | 0 | -5 | 2 | 8 | OCC1(CO)COC(c2ccccc2)=N1 |
| 0.1 | 3 | 2 | -5 | -1 | 2 | -2 | -17 | -17 | 0 | COc1ccc(OC)c(C(=O)Cn2cnc3ccccc3c2=O)c1 |
| 1.2 | 1 | 6 | 1 | -4 | 3 | 2 | -33 | -23 | 3 | CC(C)c1cc(C(=O)OCC(=O)NC2CC2)c(O)c(C(C)C)c1 |
| -0.4 | 6 | 1 | 3 | -3 | -2 | 4 | 4 | 1 | 1 | CCOC(=O)c1c(C)nc2sccn12 |
| 0.4 | -2 | 3 | -11 | 3 | . | -2 | -2 | 2 | . | Cc1ccc(-c2cc(-c3nnc(SCC(=O)Nc4ccccc4-c4ccccc4)n3N)[nH]n2)cc1 |
| 1.1 | -4 | -4 | 1 | 3 | -5 | 0 | 2 | 5 | -3 | C/C(CC(=O)Nc1cccc(C(F)(F)F)c1)=N\NC(=O)C(=O)NCC(C)C |
| 0.3 | 11 | -6 | 8 | 5 | 2 | 5 | 14* | 3 | -8 | CN1C(=O)[C@@]2(O[C@H]3[C@H]4C=C[C@@H]([C@H]5C(=O)N(Cc6ccccc6)C(=O)[C@@H]45)N3C3=C2C(=O)CC3)c2ccccc21 |
| -0.7 | -4 | -2 | 6 | 2 | -11 | -2 | -6 | 0 | -9 | Cc1[nH]c(C)c(S(=O)(=O)NCc2ccc(Cl)cc2)c1C(=O)N1CCCC1 |
| 0.3 | 3 | -4 | -1 | -2 | -8 | -1 | 3 | -1 | -8 | O=C(CCS(=O)(=O)c1cccc2nonc12)N1CCCc2ccccc21 |
| 0.1 | 3 | 2 | -3 | 2 | 9 | 0 | -4 | -1 | 0 | CCOc1cc(C(=O)Nc2nnc(C)s2)cc(OCC)c1OCC |
| -0.3 | -2 | 0 | 1 | -2 | -10 | 1 | 3 | 3 | -15 | CCn1ncc(C(=O)Nc2ccc(S(=O)(=O)N3CCCC3)cc2)c1C |
| 0.6 | 2 | -5 | 1 | -1 | -3 | -1 | -69 | -38 | 2 | CCOC(=O)C1CCN(C(=O)CNC(=O)c2nn(-c3ccc(OC)cc3)c(=O)c3ccccc23)CC1 |
| 0.2 | -2 | 2 | 2 | -3 | 6 | 5 | 3 | 4 | -5 | CCOC(=O)N1CCC(NC(=O)CN2C(=O)CCSc3ccccc32)CC1 |
| 0.6 | -1 | 1 | 2 | -3 | -9 | 0 | -6 | 0 | 1 | O=C(O)c1cccc(NS(=O)(=O)c2ccc(Cl)c(C(=O)Nc3cccc([N+](=O)[O-])c3)c2)c1 |
| -0.4 | 2 | 6 | -9 | -7 | -3 | 8 | 4 | -2 | 2 | CNC(=O)CSc1nnc(-c2ccco2)n1-c1ccccc1OC |
| -0.6 | 7 | 2 | -10 | -1 | -2 | -2 | 3 | 5 | -3 | O=C1C=CN(C2OC(CO)C(O)C2O)C(=O)C1 (stereo unspecified) |
| -1.3 | 3 | 0 | -9 | -12 | 6 | 2 | -8 | -8 | -2 | CCOc1ccc(-c2nc(C#N)c(N3CCN(Cc4ccccc4)CC3)o2)cc1 |
| 0.9 | -5 | -5 | -1 | -7 | 17 | -3 | -10 | -9 | 0 | Cc1cccc2nc(CNc3ccc(F)cc3)cn12 |
| 0.7 | -2 | 1 | 9 | 0 | -14 | 1 | -8 | 2 | -20 | Cc1[nH]c2ccccc2c1C(=O)CSc1nnc(C2CC2)o1 |

Some of the entries so far, bar-delimited.
canonical_smiles | KLK7 zymogen act | DDE Tn6 FP inh | MBD2 DNA inh | DDE Tn7 FP inh | ADAM17 inh | ASAP1 GAP inh | UHRF1 binding | PLCb3 inh | PLC-gamma1 inh | ARFGAP1 inh
CCOC(=O)N1CCC(NC(=O)CN2C(=O)CCSc3ccccc32)CC1 | 0.2 | -2 | 2 | 2 | -3 | 6 | 5 | 3 | 4 | -5
O=C(O)c1cccc(NS(=O)(=O)c2ccc(Cl)c(C(=O)Nc3cccc([N+](=O)[O-])c3)c2)c1 | 0.6 | -1 | 1 | 2 | -3 | -9 | 0 | -6 | 0 | 1
CNC(=O)CSc1nnc(-c2ccco2)n1-c1ccccc1OC | -0.4 | 2 | 6 | -9 | -7 | -3 | 8 | 4 | -2 | 2
O=C1C=CN(C2OC(CO)C(O)C2O)C(=O)C1 (stereo unspecified) | -0.6 | 7 | 2 | -10 | -1 | -2 | -2 | 3 | 5 | -3
CCOc1ccc(-c2nc(C#N)c(N3CCN(Cc4ccccc4)CC3)o2)cc1 | -1.3 | 3 | 0 | -9 | -12 | 6 | 2 | -8 | -8 | -2
Cc1cccc2nc(CNc3ccc(F)cc3)cn12 | 0.9 | -5 | -5 | -1 | -7 | 17 | -3 | -10 | -9 | 0
Cc1[nH]c2ccccc2c1C(=O)CSc1nnc(C2CC2)o1 | 0.7 | -2 | 1 | 9 | 0 | -14 | 1 | -8 | 2 | -20

Screening data: PubChem, The Scripps Research Institute Molecular Screening Center

Rows were taken by chance (roughly 4.1% active in at least one column).
